High-throughput results as filed in PubChem.
MEP2 TOR yeast: modulators of MEP2-GFP levels in yeast, primary screen, S. cerevisiae, multiplex flow cytometry, MLPCN library | S. cerevisiae MEP2-GFP strain, 3 h; 100% = DMSO control level | GFP response vs DMSO, % at 10 µM | 0.51% of 330,000 active | AID 2016, 2009;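 active means GFP response versus DMSO above a set limit, roughly screen mean plus 3 SD, cut at about 180% in these data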;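 further: median GFP fluorescence of the barcode-gated MEP2-GFP cells per well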
RPL19A TOR yeast: RPL19A-GFP expression modulators in yeast, primary screen, cell-based, S. cerevisiae, multiplex flow cytometry, MLPCN; percent response vs DMSO, % at 10 µM; 0.3% of 330,000 active; AID 2025, 2009; S. cerevisiae RPL19A-GFP strain, 3 h; hits give low values;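 active means percent response vs DMSO below 50%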;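 further: median channel GFP fluorescence of the barcoded RPL19A-GFP strain; ratio of sample median GFP to plate DMSO average so 100% = DMSO; lower means less RPL19A-GFP as with rapamycin TOR inhibition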
AHR activator: AHR activators, primary screen, cell-based, luminescence, luciferase reporter, human. Aryl hydrocarbon receptor (Homo sapiens), P35869. AHR-responsive luciferase reporter cells. activation, % at 5 µM. 2.5% of 320,000 active; in the data active means activation above about 47%;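 further: 0% = vehicle wells and 100% = reference agonist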
Target sequence (P35869 whole entry, looked up): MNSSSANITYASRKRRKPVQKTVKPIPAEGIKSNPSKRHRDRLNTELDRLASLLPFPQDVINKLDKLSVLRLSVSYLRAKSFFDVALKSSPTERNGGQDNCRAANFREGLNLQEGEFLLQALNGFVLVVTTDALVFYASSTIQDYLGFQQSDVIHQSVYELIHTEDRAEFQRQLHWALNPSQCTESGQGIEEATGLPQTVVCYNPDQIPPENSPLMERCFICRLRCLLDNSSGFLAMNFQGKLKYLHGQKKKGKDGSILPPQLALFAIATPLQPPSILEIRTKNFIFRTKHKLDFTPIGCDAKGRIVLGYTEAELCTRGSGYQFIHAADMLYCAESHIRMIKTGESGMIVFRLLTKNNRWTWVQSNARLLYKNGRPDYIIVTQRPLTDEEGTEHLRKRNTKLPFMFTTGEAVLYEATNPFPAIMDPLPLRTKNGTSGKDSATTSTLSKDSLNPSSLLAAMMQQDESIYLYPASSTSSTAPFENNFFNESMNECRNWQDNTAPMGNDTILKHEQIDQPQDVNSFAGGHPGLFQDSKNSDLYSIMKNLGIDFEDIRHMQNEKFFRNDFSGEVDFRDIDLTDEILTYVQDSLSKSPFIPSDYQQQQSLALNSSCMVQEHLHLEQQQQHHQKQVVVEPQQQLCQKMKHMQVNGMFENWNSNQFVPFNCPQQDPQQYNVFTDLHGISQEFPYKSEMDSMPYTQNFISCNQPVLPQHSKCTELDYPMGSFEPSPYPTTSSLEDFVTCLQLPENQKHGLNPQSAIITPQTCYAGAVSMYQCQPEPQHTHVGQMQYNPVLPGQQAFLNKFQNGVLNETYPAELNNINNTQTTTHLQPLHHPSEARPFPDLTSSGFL
proCasp7 act: procaspase-7 activators, primary screen, counter-screen for procaspase-3 activator project, biochemical, absorbance, HTS, human; Caspase-7 (Homo sapiens), P55210; recombinant procaspase-7, Ac-DEVD-pNA absorbance 405 nm; D23A/D198A/D206A triple mutant, cannot self-cleave; scale: DMSO 0, 5 µM enzyme 100; activation, % at 8.5 µM; 0.093% of 330,000 active; AID 463210, 2010;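 active means percent activation above the screen-wide mean plus 3 SD, cut at about 25% in these data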
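Replicates: singlicate. Assay system: Procaspase-7 triple mutant (PC-7 D3A). Signal: 405 nm absorbance of p-nitroaniline. Times: 1 h preincubation, 2 h reaction. Buffer or medium: Zinc-free HEPES pH 7.4 with 300 mM NaCl, 0.01% Triton X-100. Also added: DEVD-pNA substrate. Benchmarks: DMSO wells as 0%, DMSO with 5 µM added PC-7 as 100%.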
AGP1-GFP MLPCN: modulators of AGP1-GFP expression in yeast TOR pathway, primary screen, cell-based, multiplex flow cytometry, S. cerevisiae, MLPCN library | 3 h; GFP as percent of DMSO wells | GFP response vs DMSO, % at 10 µM | 0.02% of 320,000 active;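 active means GFP response relative to DMSO above a set limit, near screen average plus 3 SD, cut at about 150% in these data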;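 further: median GFP channel fluorescence of the gated AGP1 strain per well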
proCasp3 act: activators of human procaspase-3 D3A mutant, primary screen, biochemical, absorbance, PC-3 D3A mutant, single concentration | recombinant procaspase-3 D3A, Ac-DEVD-pNA absorbance 405 nm | 0.11% of 330,000 active | activation, % at 8.5 µM | AID 463141, 2010;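 active means activation above the mean of all tested compounds plus 3 SD, cut at about 21% in these data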;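 further: 0% = DMSO alone and 100% = DMSO wells spiked with extra 5 µM PC-3 D3A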
Target sequence (P42574 whole entry D9A/D28A/D175A): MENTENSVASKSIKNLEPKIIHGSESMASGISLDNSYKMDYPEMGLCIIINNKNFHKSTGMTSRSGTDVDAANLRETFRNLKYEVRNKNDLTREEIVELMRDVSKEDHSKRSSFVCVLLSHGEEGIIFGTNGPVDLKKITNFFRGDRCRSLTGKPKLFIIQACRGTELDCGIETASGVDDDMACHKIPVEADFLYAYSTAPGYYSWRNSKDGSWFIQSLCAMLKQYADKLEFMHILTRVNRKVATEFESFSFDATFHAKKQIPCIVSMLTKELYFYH
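Technique: 405 nm absorbance of p-nitroaniline, reads at 0 and 120 min; Test system: Procaspase-3 D3A mutant; Incubation: 1 h enzyme-compound preincubation, then 2 h substrate reaction, 25 °C; Repeats: singlicate, each compound tested once; Benchmarks: low control DMSO wells, high control DMSO plus 5 µM PC-3 D3A.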
CIT2 TOR yeast: modulators of CIT2-GFP expression in yeast, primary screen, S. cerevisiae, GFP fusion, multiplex flow cytometry, MLPCN library; S. cerevisiae CIT2-GFP strain, 3 h; 100 means same as DMSO wells; GFP response vs DMSO, % at 10 µM; 0.065% of 320,000 active; AID 2029, 2009;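 active means GFP response relative to DMSO above a set limit, near the screen mean plus 3 SD, cut at about 150% in these data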;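 further: ratio of well median GFP fluorescence to mean of DMSO wells on the plate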
LAP4 TOR yeast: modulators of LAP4-GFP expression in yeast, primary screen, S. cerevisiae, multiplex flow cytometry, MLPCN library; 3 h; median GFP as percent of DMSO wells; 0.34% of 320,000 active; GFP response vs DMSO, % at 10 µM;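 active means GFP response vs DMSO above a set limit, about the screen mean plus 3 SD, cut at about 150% in these data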
An asterisk follows results filed as active.

SMILES	MEP2 TOR yeast	RPL19A TOR yeast	AHR activator	proCasp7 act	AGP1-GFP MLPCN	proCasp3 act	CIT2 TOR yeast	LAP4 TOR yeast
CCN1CCN(S(=O)(=O)c2c(C)cc(C)cc2C)CC1	100	104	-1	3	93	-2	99	87
CCOc1ccc(NC(=O)COC(=O)c2cc(S(=O)(=O)N3CCCC3)ccc2C)cc1	105	100	0	2	96	11	102	102
O=C(C1CCCN(S(=O)(=O)c2cccc3nonc23)C1)N1CCN(c2cccc(Cl)c2)CC1 (stereo not drawn)	98	100	-2	-3	103	6	102	96
CC(NC(=O)CCc1nnc(-c2ccc(-c3ccccc3)cc2)o1)c1nc2ccccc2[nH]1 (stereo not drawn)	94	95	-5	8	96	3	89	98
Cc1ccc(OCCCn2cc(C#N)c3ccccc32)cc1	89	96	-5	-3	88	-3	82	96
COc1ccc(Oc2nc(C)cc(C)c2S(=O)(=O)c2ccc(C)cc2)cc1	99	97	2	3	95	2	87	95
CC(C)(C)c1ccc(NC(=O)COC(=O)c2ccc([N+](=O)[O-])s2)cc1	168	70	1	12	46	-3	95	211*
Cc1ccccc1CSc1[nH]c(=O)ncc1C	99	98	0	2	103	-1	99	103
O=c1ccn(CCOc2ccc(Cl)cc2)c(=O)[nH]1	99	99	0	-3	97	13	96	98
CCOC(=O)c1ccccc1-c1cn2cc(Cl)ccc2n1	101	104	9	-10	102	10	96	96
COc1ccc(NC(=O)CN(C)C(=O)c2ccc(N3CCOCC3)c([N+](=O)[O-])c2)cc1	89	85	2	0	89	8	81	94
CCOC(=O)c1c(NS(C)(=O)=O)sc2c1CCC(C)C2 (stereo not drawn)	97	99	11	-4	98	-4	89	94
CCOC(=O)N1CCN(C(=O)C2CCC(=O)N(CCc3ccccc3)C2)CC1 (stereo not drawn)	116	98	5	0	96	4	97	112
CC(NCc1ccccc1O)c1ccccc1 (stereo not drawn)	103	103	0	-6	104	4	97	100
CC1(c2nnc(-c3cccc(Cl)c3)o2)CC(c2ccc(OC(F)(F)F)cc2)=NO1 (stereo not drawn)	93	95	2	-16	81	-6	69	128
CN(C)C(CNC(=O)CCc1c[nH]c2ccccc12)c1ccccc1 (stereo not drawn)	107	93	-1	8	104	-5	107	98
Cc1ccc(CNC(=O)Cn2c(=O)c3sccc3n(Cc3ccc([N+](=O)[O-])cc3)c2=O)cc1	107	106	-2	11	102	1	100	96
C=CC[C@@H]1C=C[C@H](O/N=C/c2ccc(C(=O)N3[C@H](c4ccc(C)cc4)[C@@H](C)CC[C@H]3C(=O)OC)cc2)[C@@H](CO)O1	90	95	2	1	83	9	83	103
O=c1ncn(-c2cccc(F)c2)c2ncccc12	97	92	-1	-5	95	-9	90	93
O=C(NCCOc1ccc(Cl)cc1)C1CC(=O)N(c2ccc(F)cc2)C1 (stereo not drawn)	104	100	5	-7	109	1	100	102
COc1ccc(/C(C)=N/NC(=O)CNC(=O)COc2ccccc2)c(OC)c1	97	97	2	11	97	1	98	90
O=C(CSc1nn(-c2ccccc2)c(=S)s1)Nc1ncccn1	93	93	7	1	88	-1	87	85
O=C(C1Cc2ccccc2CN1C(=O)c1ccccc1)N1CCN(c2ccccc2)CC1 (stereo not drawn)	95	91	0	-3	92	-7	93	95
C=CCOn1c(-n2nc(C)cc2C)nc2ccccc2c1=O	103	98	1	1	111	0	109	102
CCCOc1ccc(-c2nnn(CC(=O)N3CCC(C)CC3)n2)cc1	104	99	8	6	97	6	94	104
CCOC(=O)Cn1cc(C(=O)C(=O)N2CCOCC2)c2ccccc21	99	103	2	2	104	-4	109	94
Cc1ccccc1NC(=O)Cc1nc(CSc2nnc(-c3ccc4c(c3)OCO4)o2)cs1	101	102	17	1	103	8	99	100
Cc1cc(C)n(C(=O)/C(C#N)=N/Nc2cc(Cl)cc(Cl)c2)n1	113	110	21	-4	84	-13	103	101
CC1CCc2sc(C(=O)NCc3ccccn3)cc2C1 (stereo not drawn)	102	97	16	5	102	8	104	112
Cc1oc(-c2ccc(Cl)cc2)nc1CN1CCCC(C(=O)NCc2cccnc2)C1 (stereo not drawn)	110	112	12	14	113	-1	116	112
CC(Oc1ccccc1F)C(=O)NCCN1CCCCC1 (stereo not drawn)	101	95	0	12	97	0	99	94
O=C(O)c1cccc(NS(=O)(=O)/C=C/c2ccccc2)c1	101	102	2	9	109	-1	102	107
Cc1cccc(NC(=O)CSc2nnc(CCCCCNC(=O)OC(C)(C)C)o2)c1C	96	98	0	5	98	0	84	97
O=C(Cc1ccc(Cl)cc1)Nc1ccccc1N1CCOCC1	105	100	2	-3	105	7	108	103
O=C(CCC1CCCC1)NCCS(=O)(=O)N1CCN(c2ccccc2F)CC1	96	97	3	3	98	0	98	104
CC1=CC(C)(C)N(S(=O)(=O)c2ccc(C)cc2)c2cc(C)ccc21	107	101	-1	10	101	0	99	109
Cc1ccc(C)c(NC(=O)Cn2nc(-c3ccccc3)nc2-c2ccccc2)c1	90	98	-1	1	107	-2	101	99
CC(=O)Nc1nonc1NC(=O)CSc1ncn[nH]1	110	102	-3	-4	112	7	104	115
CCCC(C)C(=O)Nc1ccncc1 (stereo not drawn)	98	101	-1	5	105	5	99	104
O=C(CCCn1c(SCc2ccccc2F)nc2ccccc2c1=O)NCC1CCCO1 (stereo not drawn)	97	101	-1	-5	93	0	99	93

Molecules shown so far that contain a nitro group on carbon:
SMILES	MEP2 TOR yeast	RPL19A TOR yeast	AHR activator	proCasp7 act	AGP1-GFP MLPCN	proCasp3 act	CIT2 TOR yeast	LAP4 TOR yeast
CC(C)(C)c1ccc(NC(=O)COC(=O)c2ccc([N+](=O)[O-])s2)cc1	168	70	1	12	46	-3	95	211*
COc1ccc(NC(=O)CN(C)C(=O)c2ccc(N3CCOCC3)c([N+](=O)[O-])c2)cc1	89	85	2	0	89	8	81	94
Cc1ccc(CNC(=O)Cn2c(=O)c3sccc3n(Cc3ccc([N+](=O)[O-])cc3)c2=O)cc1	107	106	-2	11	102	1	100	96

Structures above that have a cyano group (two):
SMILES	MEP2 TOR yeast	RPL19A TOR yeast	AHR activator	proCasp7 act	AGP1-GFP MLPCN	proCasp3 act	CIT2 TOR yeast	LAP4 TOR yeast
Cc1ccc(OCCCn2cc(C#N)c3ccccc32)cc1	89	96	-5	-3	88	-3	82	96
Cc1cc(C)n(C(=O)/C(C#N)=N/Nc2cc(Cl)cc(Cl)c2)n1	113	110	21	-4	84	-13	103	101

(list continues)
SMILES	MEP2 TOR yeast	RPL19A TOR yeast	AHR activator	proCasp7 act	AGP1-GFP MLPCN	proCasp3 act	CIT2 TOR yeast	LAP4 TOR yeast
COc1ccc(/C=C/C(=O)OCc2cccc([N+](=O)[O-])c2)cc1	94	97	2	7	97	-3	85	108
CCCOc1ccc(C(C)=O)cc1Cc1c(O)nc(SC)[nH]c1=O	96	103	-2	-4	103	4	106	96
Cc1ccccc1NC1C=CS(=O)(=O)C1 (stereo not drawn)	108	96	1	7	76	2	99	99
Cc1ccc(OCCn2c(C3CC(=O)N(Cc4ccccc4)C3)nc3ccccc32)cc1 (stereo not drawn)	85	91	6	-2	91	-1	112	79
C#Cc1ccc([C@H]2C=C(C(=O)N3CCN(Cc4ccc5c(c4)OCO5)CC3)O[C@@H](OCC)[C@@H]2CCCO)cc1	91	99	-1	-1	85	13	77	103
CC1Cc2cccc3c(O)c(C(=O)c4nn[nH]n4)c(=O)n1c23 (stereo not drawn)	93	95	-1	4	94	0	94	81
CSCCC(NC(=O)c1ccco1)C(=O)N1CC=C(c2ccccc2)CC1 (stereo not drawn)	89	94	-2	-6	96	1	86	95
CCN(CC)c1cc2nc(C)n(Cc3ccccc3)c(=O)c2cc1NC(=O)C1CC1	89	97	46	12	98	2	103	94
COc1ccc(C)cc1NC(=O)CN1CCN(C/C=C/c2ccccc2)CC1	99	100	1	12	101	0	92	94
CNC(=O)C(=O)NCCCN1CCOCC1	99	100	1	-1	88	0	101	89
Cc1c(C(=O)O)sc2nc(C)n(C)c(=O)c12	103	98	1	1	98	4	96	85
COC(=O)c1oc2c(c1C)C(=O)CCC2	97	96	1	-1	97	-3	95	98
O=C(c1cc(=O)[nH]c2ccccc12)N1CCN(c2cccc(C(F)(F)F)c2)CC1	107	104	5	-13	99	-1	98	100
COc1ccc(CCNC(=O)C2CCN(S(=O)(=O)c3ccc(C)cc3)CC2)cc1	107	112	5	8	109	8	111	95
COc1ccc(C(C(=O)NCC2CCCO2)N(Cc2ccccc2)C(=O)c2snc(C(N)=O)c2N)cc1OC (stereo not drawn)	107	106	0	6	104	0	106	95
O=C(CC1SC(=Nc2ccc(OC(F)F)cc2)N(CCC2=CCCCC2)C1=O)Nc1ccccc1F (stereo not drawn)	101	101	1	-4	99	-3	99	95
CCC(=O)N(Cc1cc(=O)[nH]c2ccccc12)c1ccc(OC)cc1	103	104	12	11	96	2	93	91
Cc1nc2ccccc2c(=O)n1NC(=O)c1ccccc1	99	100	-2	2	103	-3	97	91
CCSc1nc2ccc(C)cc2cc1C#N	103	98	3	16	103	14	100	103
O=C(NCCC(c1ccccc1)c1ccco1)c1cccs1 (stereo not drawn)	97	96	7	-2	100	-2	98	104
COc1ccc(OC)c(C2=Nn3c(nnc3-c3cc(OC)c(OC)c(OC)c3)SC2)c1	100	98	20	5	74	3	78	103
O=C(Cc1ccc(S(=O)(=O)N2CCOCC2)s1)Nc1cc(Cl)ccc1Cl	103	99	92*	3	97	4	91	100
Cc1ccc(N(C(=O)Cn2nnc(-c3ccc(C)o3)n2)C(C(=O)NC2CCCC2)c2ccncc2)cc1 (stereo not drawn)	110	105	0	9	112	-1	112	102
CN(C)c1nc(N(C)C)nc(N(C#N)CN2C(=O)c3ccccc3C2=O)n1	97	95	2	-1	91	-4	87	95
CC(C)(C)c1ccc(C(=O)C=[N+]=[N-])cc1	100	99	1	0	103	1	107	94
Cc1cccc(OCCCC(=O)Nc2ccc(S(=O)(=O)Nc3nccs3)cc2)c1C	99	104	3	0	101	1	98	96
CCCCn1c(SCC(=O)N2CCOCC2)nnc1-c1ccoc1C	102	100	-2	-6	108	2	107	96
CCC(=O)c1ccc(OCC(=O)Nc2cc(S(=O)(=O)N3CCCCC3)ccc2OC)cc1	98	99	-1	7	98	6	108	96
COc1cnc(-c2cccc(C(F)(F)F)c2)nc1OC	72	100	-1	14	89	3	97	114
N/C(=N\OC(=O)C(c1ccccc1)c1ccccc1)c1ccncc1	104	101	1	2	105	2	101	114
CCCCn1c(N)c(N(CCOC)C(=O)c2cccc(S(=O)(=O)N3CCCCCC3)c2)c(=O)[nH]c1=O	100	95	-2	5	94	1	91	101
Cc1ccc(-c2nnc(Nc3ccc(C(=O)N(C)C)cc3)c3ccccc23)cc1S(N)(=O)=O	105	100	0	-6	97	6	99	97
Cc1ccc(Cc2nnc(SCC(=O)Nc3ccc(C)cc3C)[nH]c2=O)cc1	97	99	2	4	103	-3	103	107
CC(=O)c1cccc(NC(=S)NC(=O)c2ccccc2)c1	101	94	15	-9	85	-11	89	90
